# High-throughput results: PubChem, several laboratories
# MEP2 TOR yeast: yeast TOR pathway MEP2-GFP modulation | GFP response vs DMSO, % at 10 µM | AID 2016 | S. cerevisiae MEP2-GFP strain, flow cytometry GFP, 3 h; 100% = DMSO control level | actives 0.51% (n = 330,000);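 active = GFP response versus DMSO above a set limit, roughly screen mean plus 3 SD, cut at about 180% in these data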;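 note: median GFP fluorescence of the barcode-gated MEP2-GFP cells per well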
# procasp7 counter: counter-screen: procaspase-7 (human) activation; P55210; activation, % at 8.5 µM; recombinant procaspase-7, Ac-DEVD-pNA absorbance 405 nm; D23A/D198A/D206A triple mutant, cannot self-cleave; scale: DMSO 0, 5 µM enzyme 100; actives 0.093% (n = 330,000);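 active = percent activation above the screen-wide mean plus 3 SD, cut at about 25% in these data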
# Target sequence (P55210 whole entry D23A/D198A/D206A): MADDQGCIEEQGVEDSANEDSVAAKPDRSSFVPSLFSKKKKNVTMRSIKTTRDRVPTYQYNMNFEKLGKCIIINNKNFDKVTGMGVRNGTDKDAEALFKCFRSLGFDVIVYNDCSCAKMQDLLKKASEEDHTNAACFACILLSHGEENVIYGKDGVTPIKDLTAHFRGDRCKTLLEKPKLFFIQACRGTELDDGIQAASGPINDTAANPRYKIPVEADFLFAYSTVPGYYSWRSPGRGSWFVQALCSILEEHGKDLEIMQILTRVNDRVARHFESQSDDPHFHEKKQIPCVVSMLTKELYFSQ
#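 Test system: Procaspase-7 triple mutant (PC-7 D3A). Also added: Ac-DEVD-pNA substrate, 400 µM as added. Schedule: 1 h enzyme–compound preincubation and 2 h substrate reaction, both 25 °C. Signal: p-Nitroaniline absorbance at 405 nm, read at 0 and 120 min. Control set: low DMSO alone, high DMSO plus 5 µM PC-7.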
# RPL19A TOR yeast: alters RPL19A-GFP fluorescence in TOR pathway yeast screen; S. cerevisiae RPL19A-GFP strain, flow cytometry, 3 h; hits give low values; percent response vs DMSO, % at 10 µM; actives 0.3% (n = 330,000); AID 2025;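 active = percent response vs DMSO below 50%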;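 note: median channel GFP fluorescence of the barcoded RPL19A-GFP strain; ratio of sample median GFP to plate DMSO average so 100% = DMSO; lower means less RPL19A-GFP as with rapamycin TOR inhibition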
# AHR activator: activates the human aryl hydrocarbon receptor; AHR-responsive luciferase reporter cells, luminescence; activation, % at 5 µM; actives 2.5% (n = 320,000); in the data active = activation above about 47%;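 note: 0% = vehicle wells and 100% = reference agonist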
# LAP4 TOR yeast: alters LAP4-GFP fluorescence in TOR pathway yeast screen; GFP response vs DMSO, % at 10 µM; S. cerevisiae LAP4-GFP multiplex, flow cytometry GFP, 3 h; median GFP as percent of DMSO wells; actives 0.34% (n = 320,000);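 active = GFP response vs DMSO above a set limit, about the screen mean plus 3 SD, cut at about 150% in these data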
# AGP1-GFP MLPCN: yeast TOR pathway AGP1-GFP modulation | S. cerevisiae AGP1-GFP multiplex flow cytometry, 3 h; GFP as percent of DMSO wells | GFP response vs DMSO, % at 10 µM | actives 0.02% (n = 320,000);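 active = GFP response relative to DMSO above a set limit, near screen average plus 3 SD, cut at about 150% in these data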;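 note: median GFP channel fluorescence of the gated AGP1 strain per well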
# proCasp3 act: activates human procaspase-3; P42574; recombinant procaspase-3 D3A, Ac-DEVD-pNA absorbance 405 nm; activation, % at 8.5 µM; actives 0.11% (n = 330,000);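 active = activation above the mean of all tested compounds plus 3 SD, cut at about 21% in these data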;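 note: 0% = DMSO alone and 100% = DMSO wells spiked with extra 5 µM PC-3 D3A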
# Target sequence (P42574 whole entry D9A/D28A/D175A): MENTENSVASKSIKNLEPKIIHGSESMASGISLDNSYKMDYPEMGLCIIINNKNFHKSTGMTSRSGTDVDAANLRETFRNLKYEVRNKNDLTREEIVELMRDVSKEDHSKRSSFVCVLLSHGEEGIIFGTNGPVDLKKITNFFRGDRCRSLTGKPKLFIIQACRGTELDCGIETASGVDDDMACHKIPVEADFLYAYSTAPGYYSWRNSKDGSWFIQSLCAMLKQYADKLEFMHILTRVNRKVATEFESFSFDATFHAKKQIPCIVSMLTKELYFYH
#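 Assay system – Procaspase-3 D3A mutant · Benchmarks – DMSO low control, extra-enzyme high control · Technique – 405 nm absorbance of p-nitroaniline, reads at 0 and 120 min · Doses – 8.5 µM nominal · Measure – % activation between DMSO and enzyme-spiked controls · Also added – Ac-DEVD-pNA chromogenic peptide substrate · Schedule – 1 h compound preincubation, 2 h substrate hydrolysis at 25 °C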
# CIT2 TOR yeast: yeast TOR pathway CIT2-GFP modulation | S. cerevisiae CIT2-GFP strain, flow cytometry, 3 h; 100 means same as DMSO wells | GFP response vs DMSO, % at 10 µM | actives 0.065% (n = 320,000) | AID 2029;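 active = GFP response relative to DMSO above a set limit, near the screen mean plus 3 SD, cut at about 150% in these data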;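 note: ratio of well median GFP fluorescence to mean of DMSO wells on the plate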
# An asterisk follows results filed as active; / = no result given.
SMILES	MEP2 TOR yeast	procasp7 counter	RPL19A TOR yeast	AHR activator	LAP4 TOR yeast	AGP1-GFP MLPCN	proCasp3 act	CIT2 TOR yeast
Cc1cc(C)cc(-n2c(C)cc(/C=N/NC(=O)CSc3ncccn3)c2C)c1	106	-1	95	2	95	94	2	97
Cc1ccc(S(=O)(=O)c2ccc(NC(=O)c3c(F)cccc3F)cc2)cc1	105	0	95	6	99	98	1	93
COc1cccc(C(=O)Nc2cc(C(=O)NCCc3ccccc3)ccc2Cl)c1	98	2	94	21	98	92	4	94
C=CCn1c(=O)c2ccccc2n2c(SCC(=O)NCC)nnc12	120	-2	98	9	103	97	2	103
CCc1nccn1S(=O)(=O)c1cc(Br)ccc1OC	102	-1	96	1	102	95	9	94
O=C(CC(c1ccccc1)c1ccccc1)N1CCN(c2ccccn2)CC1	113	9	104	2	116	110	8	101
CN(Cc1c(F)cccc1Cl)C(=O)c1ccc(NS(=O)(=O)c2ccc3[nH]c(=O)[nH]c3c2)cc1	106	2	102	1	103	111	4	105
Cc1ccc2cc(CN(Cc3ccc4c(c3)OCO4)Cc3nnnn3Cc3ccco3)c(=O)[nH]c2c1	100	-5	96	18	96	97	1	95
Cc1c(NC(=O)C(=O)/C=C(\O)c2ccc(Br)cc2)c(=O)n(-c2ccccc2)n1C	90	15	96	-1	97	117	0	79
O=C(NC(=S)Nc1cc(C(F)(F)F)ccc1N1CCOCC1)c1ccco1	116	2	105	3	118	111	-10	103
Cc1cccc(N2CCN(Cc3ccoc3)CC2)c1C	94	-2	95	-3	92	99	0	98
CSCC[C@H](NC(=O)OC(C)(C)C)C(=O)N1CCC(C(=O)N[C@@H](C)C(=O)NC(C)c2ccccc2)CC1 (some centres not stated)	111	-5	98	-1	109	104	4	102
Cc1nc(NC(=O)C2CCCC2)sc1Cc1ccc2c(c1)OCO2	90	-2	108	3	93	95	-7	89
O=C1CC(Nc2ccccc2)C(=O)N1CCc1ccccc1 (configuration not stated)	100	7	102	-5	111	99	2	88
COc1ccc(OC)c(C2C3=C(N=C4SCC(=O)N42)c2ccccc2CC3)c1 (configuration not stated)	97	-28	96	13	92	91	-19	92
CC(C(=O)OCC(=O)c1ccc(F)cc1)N1C(=O)C2C3C=CC(C3)C2C1=O (configuration not stated)	99	4	103	2	92	105	-1	102
Cc1cccc(C)c1NC(=O)CCCSc1nc2ccccc2s1	98	3	99	40	96	95	2	95
COc1ccc(OC)c(CN2CCN(C(=O)CNC(=O)c3ccccc3F)CC2)c1	92	-10	98	1	99	97	-1	97
COc1cc(Cl)ccc1OCc1cc(C(=O)N2CCC(N(C)C)C2)no1 (configuration not stated)	91	10	89	3	93	94	2	96
CCOC(=O)C1=C(C)OC(N)=C(C#N)C1c1cc(C)sc1C (configuration not stated)	100	4	91	-1	94	101	-9	95
COC(=O)C1=CN(C2CC2)C=C(C(=O)OC)C1c1ccc(C(=O)OC)cc1	94	3	100	1	94	100	-2	92
COc1cc(C(=O)N2CCN(c3ccccc3)CC2)c([N+](=O)[O-])cc1OC	102	5	101	8	90	102	7	94
COc1ccc(NC(=O)COC(=O)CNS(=O)(=O)c2ccc(C)cc2)c(OC)c1	97	7	101	-2	91	101	-1	106
O=C1CC(c2ccccc2)Cc2nc(N3CCc4ccccc4C3)ncc21 (configuration not stated)	98	-6	100	0	104	104	1	104
c1ccc(-c2csc(Nc3cccnc3)n2)cc1	93	9	94	31	100	85	4	88
COc1cccc(-c2ccc(=O)n(CC(=O)Nc3cc4c(cc3NC(C)=O)OCCO4)n2)c1	117	8	102	2	108	109	2	114
Cc1cccc(NC(=O)C2c3ccccc3C(=O)N3CCc4ccccc4C23)n1 (configuration not stated)	104	3	100	12	108	105	1	108
Cc1ccc(C)c(N2CCN(S(=O)(=O)c3c(C(=O)N4CCCCC4)c(C)n(C)c3C)CC2)c1	98	3	100	3	101	105	1	102
c1csc(-c2nnc(NC3CCCCC3)c3ccccc23)c1	106	-1	103	10	99	107	4	107
OCCCN1c2ccccc2Nc2nnc(-c3ccccc3)cc21	100	-6	94	23	100	100	10	100

# New compounds follow:
SMILES	MEP2 TOR yeast	procasp7 counter	RPL19A TOR yeast	AHR activator	LAP4 TOR yeast	AGP1-GFP MLPCN	proCasp3 act	CIT2 TOR yeast
C=CCc1ccc(OCCOCCNCCOC)c(OC)c1	104	-5	95	2	95	96	2	97
CCOC(=O)c1sc(NC(=O)CSc2n[nH]c(CC(C)C)n2)nc1C	106	-7	107	-5	98	115	-4	114
CCOC(=O)c1cc(-c2ccccc2)sc1NC(=O)CSc1nncs1	95	0	102	7	106	98	-2	90
CCc1c(C)nc2cc(-c3cccc(Br)c3)[nH]n2c1=O	99	6	100	70*	100	100	-1	94
Cc1cnc(C(=O)OCC(=O)Nc2cc(-c3cc(C)c(C)cc3C)nn2-c2ccccc2)cn1	99	8	101	60*	108	107	4	102
O=C1c2cccnc2C(O)N1Cc1cccs1 (configuration not stated)	99	-1	96	0	100	101	0	95
COc1cc(C(=O)NC(=S)Nc2ccc3[nH]c(=O)[nH]c3c2)cc(OC)c1OC	97	-3	98	3	86	90	0	94
COC(=O)c1sccc1NC(=O)c1c(F)c(F)c(F)c(F)c1F	96	4	95	9	119	93	5	97
Cc1ccc(OCC(=O)OCC(=O)NC2CC2)cc1C	95	5	99	0	94	101	10	108
CC(C)c1nc2oc3c(=O)[nH]cnc3c2c2c1CCC2	101	6	103	1	94	108	3	/
CC(=O)c1cccc(NC(=O)CN2C=NS(=O)(=O)c3ccc(C)cc32)c1	98	2	98	0	98	103	2	99
CCOC(=O)C(C(=O)OCC)C(Nc1cccc(Br)c1)c1ccccc1 (configuration not stated)	101	2	98	-1	86	96	3	96
COc1ccccc1OCC(=O)NCCS(=O)(=O)N1CCN(c2ccccc2)CC1	97	-1	97	1	105	110	-5	86
C=CCn1c(SCCC(=O)O)nc2c1c(=O)n(C)c(=O)n2C	102	-5	99	-1	99	98	4	105
CCOC(=O)c1cc2c(N)c(C(=O)c3ccc(Br)cc3)sc2[nH]c1=O	101	5	95	1	96	95	-2	100
CC(=O)Nc1ccc(-c2cc(NC(C)=O)n(-c3ccccc3)n2)cc1	110	2	104	31	109	102	0	99
C=CSc1sc(Cl)c(N2CCOCC2)c1[N+](=O)[O-]	89	3	95	13	111	103	-5	86
CCOc1ccc(Cn2c(C)nc([N+](=O)[O-])c2SCC(O)CCl)cc1[N+](=O)[O-] (configuration not stated)	99	6	98	3	98	98	-2	96
C/C(CC(=O)Nc1cc(Cl)ccc1Cl)=N\NC(=O)c1ccccc1Br	97	12	98	71*	90	97	4	106
CC(=O)c1c(OCC(=O)O)ccc2c(C)cc(=O)oc12	106	6	102	1	98	110	4	106
O=C(NCCc1ccc(Cl)cc1)c1ccc2c(c1)OCO2	106	12	98	5	112	92	10	84
CN(C)CCP(=O)(c1ccccc1)c1ccccc1	100	9	92	1	93	94	2	/
CCCNc1ncccc1C(N)=O	110	12	103	3	100	103	-9	105
CC(=O)Nc1ccc(S(=O)(=O)NC(CC(=O)O)c2ccc(C)cc2)cc1 (configuration not stated)	101	1	100	-1	102	103	-5	108
COc1ccc(-c2cc(C(F)(F)F)nc(SCC(=O)Nc3cc(C)on3)n2)cc1	105	4	101	4	99	99	-2	99
COc1ccc(C(=O)N2CCN(CCc3ccccc3)CC2)cc1[N+](=O)[O-]	105	3	98	1	95	99	-2	94
COCCNC(=O)c1onc(CSc2ccccc2)c1C(=O)NCCOC	100	14	105	2	108	91	5	86
O=C(c1ccccn1)N1CCN(S(=O)(=O)c2ccc3ccccc3c2)CC1	101	-5	101	1	101	93	1	87
O=C(CN1C(=O)NC2(CCCCCCC2)C1=O)Nc1cccc(Br)c1	93	-9	94	4	88	95	12	99
Cc1cc(=S)[nH]c2c(C)cccc12	97	-4	83	2	113	94	-7	91

# Reprinted at random: two compounds from above, in no set order.
SMILES	MEP2 TOR yeast	procasp7 counter	RPL19A TOR yeast	AHR activator	LAP4 TOR yeast	AGP1-GFP MLPCN	proCasp3 act	CIT2 TOR yeast
C/C(CC(=O)Nc1cc(Cl)ccc1Cl)=N\NC(=O)c1ccccc1Br	97	12	98	71*	90	97	4	106
CCc1c(C)nc2cc(-c3cccc(Br)c3)[nH]n2c1=O	99	6	100	70*	100	100	-1	94

# The results go on.
SMILES	MEP2 TOR yeast	procasp7 counter	RPL19A TOR yeast	AHR activator	LAP4 TOR yeast	AGP1-GFP MLPCN	proCasp3 act	CIT2 TOR yeast
N/C(=N\c1nc(C(F)(F)F)cc(=O)[nH]1)Nc1ccc(Cl)cc1	109	-14	103	9	104	101	1	116
O=C(NC(Nc1nc2ccc([N+](=O)[O-])cc2s1)(C(F)(F)F)C(F)(F)F)c1cccnc1	96	1	100	-7	93	101	-2	104
Cn1c(N)c(C(=O)COC(=O)COc2ccc(Cl)cc2Cl)c(=O)n(C)c1=O	107	9	108	3	102	107	2	112
CCN1C(=O)[C@@H]2[C@H](C1=O)[C@@H]1C[C@H]3C(=O)N(CC)C(=O)[C@H]3[C@@H]3C1=C(C(=O)N1C(=O)OC(=NCC4CC4)[C@]31C)[C@@H]2C	105	3	100	8	98	108	-4	104
COC(=O)c1cn(-c2ccccc2)c(C)c1C(=O)OC	92	-7	100	0	96	91	-7	83
Cc1c(C(=O)N2CCOCC2)sc2nc(-c3ccccc3)cn12	94	6	99	11	94	101	-9	101
Cc1nc(/C(N)=N/OC(=O)c2c(-c3ccccc3Cl)noc2C)cs1	96	-3	97	3	95	96	0	87
CCC(=O)Nc1ccccc1N1CCN(c2ccc(F)cc2)CC1	110	3	104	-7	99	92	5	100
Cc1ccc2c(n1)CC(C)(C)CC2=O	99	6	97	-1	102	101	8	107
Cc1cccc(C)c1NC(=O)c1sc(Cl)nc1C	95	10	106	3	78	94	-1	116
CC(C)CN(C(=O)c1cccc(Cl)c1)c1c(N)n(Cc2ccccc2)c(=O)[nH]c1=O	105	8	97	-1	109	101	8	91
COc1ccccc1CNCC(O)(c1ccc(Cl)cc1)c1ccc(Cl)cc1	113	8	105	0	111	108	0	96
COC(=O)CN1C(=O)C(O)(CC(=O)c2ccc(Cl)cc2)c2ccccc21 (configuration not stated)	109	3	99	0	101	99	-2	94
CC(=O)c1ccc(OCCCC(=O)NC2CCCc3ccccc32)cc1 (configuration not stated)	97	3	103	1	88	94	1	96
COc1cc(OC)cc(C(=O)Nc2nnc(-c3cccnc3)o2)c1	94	2	101	3	93	100	1	97
CCN(CC)CCCn1c(=S)[nH]c2cc(C(=O)OC)ccc2c1=O	105	5	100	7	99	101	1	103
CC(=O)Nc1ccc(C(=O)N(C2=NC(C)CS2)c2ccc(Cl)cc2)cc1 (configuration not stated)	99	12	102	2	95	103	1	102
CCOC(=O)C(CC(=O)O)NCc1ccco1 (configuration not stated)	96	3	98	4	91	102	-7	80
Cn1nc(CC(=O)Nc2ccc3c(c2)OCCO3)c2ccccc2c1=O	101	-8	100	-7	97	107	3	98
O=C(NCCC1=CCCCC1)c1ccc(F)cc1	90	7	98	5	85	90	0	88
O=C(c1ncn(Cc2ccccc2)c1C(=O)N1CCN(c2ccccc2)CC1)N1CCN(c2ccccc2)CC1	92	12	110	2	81	81	4	75
